Pf growth 96h = inhibits malaria parasite growth, 96 h. actives 6.9% (n = 320,000). Potency, µM (doses to about 28.7 µM), without a hit: at the top dose activity change, negative = inhibition, hits mostly inhibitors. P. falciparum luciferase reporter growth, 96 h; further: potency means the concentration at half of the fitted maximal effect; on the % scale 0 is the no-effect control and ±100 the full control effect
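Infected RBCs, 2% Hct / 0.05% parasitemia final; luciferase-reporter P. falciparum; cpd 96 h, 37 C, 5% CO2; luciferase detection reagent; luminescence.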
LmPK inh = inhibitors of Leishmania mexicana pyruvate kinase | purified LmPK, Kinase-Glo ATP luminescence, 1 h | actives 0.37% (n = 290,000) | Potency, µM (titrated, usually from 57.5 µM), for the others: top-dose activity change, negative = inhibition, usual class: inhibitors | Q27686; further: potency means the concentration at half of the fitted maximal effect; on the % scale 0 is the no-effect control and ±100 the full control effect
Target sequence (Q27686 whole entry, looked up): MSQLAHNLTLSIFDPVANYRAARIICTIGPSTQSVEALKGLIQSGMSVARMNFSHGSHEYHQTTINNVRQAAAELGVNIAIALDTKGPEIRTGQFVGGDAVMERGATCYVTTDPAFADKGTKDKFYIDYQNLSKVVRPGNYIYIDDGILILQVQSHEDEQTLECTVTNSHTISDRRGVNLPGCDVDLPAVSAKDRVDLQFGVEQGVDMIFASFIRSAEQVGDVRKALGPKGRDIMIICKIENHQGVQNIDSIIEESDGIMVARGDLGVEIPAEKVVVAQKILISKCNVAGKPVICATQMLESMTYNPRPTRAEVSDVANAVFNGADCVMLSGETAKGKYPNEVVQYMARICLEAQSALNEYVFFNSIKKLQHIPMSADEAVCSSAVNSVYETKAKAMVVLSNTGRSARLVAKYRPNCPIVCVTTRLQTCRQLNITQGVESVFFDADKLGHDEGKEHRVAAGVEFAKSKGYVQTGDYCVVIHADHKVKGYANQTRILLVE
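Purified LmPK (0.1 nM) converted ADP (0.1 mM) to ATP with PEP (0.5 mM) in imidazole buffer pH 7.2 with KCl and MgCl2, 1 h at room temperature. ATP was read by Kinase-Glo luminescence; data normalized to uninhibited and no-enzyme controls.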
Cycloheximide cs = affects cycloheximide protein synthesis inhibition readout, counter-screen; actives 12% (n = 300,000); max response, %; cell reporter, cycloheximide protein synthesis inhibition counterscreen; AID 2314; in the data active means max response mostly above about 13%, no sharp cut-off; inactive means mostly below about 14%; further: read at 38.3 µM for the half of the compounds with a filed dose; 0% is about no effect
Tb PYK inh = inhibitors of Trypanosoma brucei pyruvate kinase; actives 0.12% (n = 410,000); AID 624173; Potency, µM (doses to about 76.8 µM), inactives show top-dose activity, negative = inhibition, most hits filed as inhibitors; TbPYK enzyme, Kinase-Glo Plus ATP luminescence, 45 min; Q57TT1; further: potency means the concentration at half of the fitted maximal effect; on the % scale 0 is the no-effect control and ±100 the full control effect; nearly all actives have a fitted effect of over 50% in size
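Enzyme and substrate buffer are dispensed first and compound is pin-transferred. ADP at 130 uM final then starts the reaction, which runs 45 min at room temperature. Detection reagent is added for 10 min before luminescence is imaged.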
HCV inh = HCV inhibition; Huh7.5.1 HCVcc-Cre infection, luciferase reporter, 44 h; AID 651820; actives 3.4% (n = 340,000); Potency, µM (titrated, usually from 41.8 µM), for inactives: at the highest dose activity change, negative = inhibition, usual class: inhibitors; further: potency means the concentration at half of the fitted maximal effect; on the % scale 0 is the no-effect control and ±100 the full control effect
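A cell-based infection assay in which seeded cells (1,000 per well) receive test compound after 4 h, are inoculated with HCVcc-Cre at approximately 0.5 moi, and are incubated 44 h before luminescence detection.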
Pf growth 48h = inhibits P. falciparum growth in the first generation, 48 h; Potency, µM (top dose mostly 28.7 µM), without a hit: at the top dose activity change, negative = inhibition, actives largely listed as inhibitors; P. falciparum luciferase growth in erythrocytes, 48 h; actives 5.9% (n = 310,000); further: potency means the concentration at half of the fitted maximal effect; on the % scale 0 is the no-effect control and ±100 the full control effect
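Read-out is firefly luciferase luminescence from an integrated reporter in P. falciparum, so falling signal marks reduced parasite growth. Infected erythrocytes were at 2% hematocrit and 0.1% parasitemia (final) in Albumax-supplemented RPMI 1640.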
Shiga toxin inh = blocks Shiga toxin action in Vero cells. Vero cells, Shiga toxin protein synthesis inhibition reporter. inhibition, % at 38.7 µM. actives 9.2% (n = 290,000). AID 2315; in the data active means inhibition mostly above about 28%, no sharp cut-off; inactive means mostly below about 43%; further: 0% is about no effect
Numbers without * were called inactive; [ ] = another dose, or the depositor's remark. Unless noted, the call rests on the fitted dose curve; in most records, active means well fitted curve in the direction sought with a large enough effect; inconclusive means small, poorly fitted or top-dose-only effect, or another doubt; inactive means no such curve, though single readings can be large; an effect the other way counts as inactive or inconclusive.

For Cc1ccc(Nc2cc(C)nc3c(C)ccc([N+](=O)[O-])c23)cc1 the results were Pf growth 96h 27.1%, LmPK inh -3.9%, Cycloheximide cs 0.5, Tb PYK inh -1.9%, HCV inh inconclusive, Pf growth 48h 5.4% and Shiga toxin inh -3.2.
COc1ccc(CCNC(=O)c2c(N)no[n+]2[O-])cc1OC was read as Pf growth 96h inconclusive, LmPK inh -3.2%, Cycloheximide cs 18.9, Tb PYK inh 0.3%, HCV inh 3.5%, Pf growth 48h 18.7% and Shiga toxin inh 11.0.
`CN(c1ccccc1)S(=O)(=O)c1nnc(NC(=O)c2ccccc2)s1` gave Cycloheximide cs -3.8, Tb PYK inh -1.9% and Shiga toxin inh 17.9.
`Cc1ccc2occ(/C=N/O)c(=O)c2c1` gave Pf growth 96h 90.4%[activator], LmPK inh -4.1%, Cycloheximide cs -3.5, Tb PYK inh -2.1%, HCV inh inconclusive, Pf growth 48h 52.2%[activator] and Shiga toxin inh -4.6.
For C=CCn1c(N)c(C(=O)Nc2ccccc2)c2nc3ccccc3nc21 the results were Pf growth 96h inconclusive, LmPK inh -1.7%, Cycloheximide cs 1.3, Tb PYK inh -0.7%, HCV inh 1.0%, Pf growth 48h inconclusive and Shiga toxin inh -13.4.
`O=C1C(=O)N(CCS(=O)(=O)c2ccccc2)c2ccc(Cl)cc21` gave Pf growth 96h inconclusive, LmPK inh 10.5%, Cycloheximide cs -2.7, Tb PYK inh -17.4%, HCV inh 15.6%, Pf growth 48h inconclusive and Shiga toxin inh 19.5.
`CCCCC(=O)Nc1cc(OC)c(NC(=O)C2CCCCC2)cc1OC` gave Pf growth 96h -28.0%, LmPK inh -5.0%, Cycloheximide cs -0.9, Tb PYK inh -0.5%, HCV inh -0.3%, Pf growth 48h -15.3% and Shiga toxin inh -10.2.
Cc1cc(N)ccc1N=Nc1c(C)n(C)n(-c2ccccc2)c1=O was read as Pf growth 96h 11.6%, LmPK inh -0.8%, Cycloheximide cs 30.9*, Tb PYK inh 2.2%, HCV inh 5.8%, Pf growth 48h 10.7% and Shiga toxin inh 28.9.
COc1ccc(CC(=O)O/N=C(\N)c2ccc(C)cc2)cc1 was read as Pf growth 96h 59.2%[activator], LmPK inh 3.6%, Cycloheximide cs 46.7*, Tb PYK inh -6.3%, HCV inh 12.1%, Pf growth 48h 56.1%[activator] and Shiga toxin inh 117.8*.
`Cc1[nH][nH]c(=O)c1N=Nc1ccc(Cl)cc1` gave Pf growth 96h inconclusive, LmPK inh 1.4%, Cycloheximide cs 13.1, Tb PYK inh -1.3%, HCV inh 21.9%, Pf growth 48h -27.4% and Shiga toxin inh 3.4.
For O=C(NCc1ccco1)C(=O)NCC1OCCCN1S(=O)(=O)c1ccc(Cl)cc1 (stereo unspecified) the results were Pf growth 96h inconclusive, LmPK inh 5.9%, Cycloheximide cs 2.2, Tb PYK inh 0.9%, HCV inh -2.6%, Pf growth 48h inconclusive and Shiga toxin inh -1.5.
COC(=O)c1c(NC(=O)c2ccco2)sc2c1CCN(C(C)=O)C2 was read as Pf growth 96h inconclusive, LmPK inh -2.6%, Cycloheximide cs 4.7, Tb PYK inh -4.2%, HCV inh inconclusive, Pf growth 48h inconclusive and Shiga toxin inh -12.8.
`COc1ccc(C(=O)NNC2=NC(C)(C)Cc3cc(C)c(C)cc32)cc1` gave Pf growth 96h 17.4%, LmPK inh -2.8%, Cycloheximide cs -1.4, Tb PYK inh -1.3%, HCV inh inconclusive, Pf growth 48h -11.6% and Shiga toxin inh -5.6.
`CN(CC(=O)Nc1ccccc1N1CCOCC1)S(=O)(=O)c1ccc(F)cc1` gave Pf growth 96h inconclusive, LmPK inh 9.7%, Cycloheximide cs -4.6, Tb PYK inh -0.9%, HCV inh inconclusive, Pf growth 48h inconclusive and Shiga toxin inh -19.9.
For CNC(C)C(=O)NC(C(=O)N1CCCC1C(=O)Nc1ccc2ncccc2c1)C(C)C (stereo unspecified) the results were Pf growth 96h 10.8%, Tb PYK inh 3.4%, HCV inh 0.9% and Pf growth 48h 41.4%[activator].
For COc1ccc(/C=N/n2nnnc2N)cc1OC the results were Pf growth 96h 0.0%, LmPK inh -0.1%, Cycloheximide cs 1.7, Tb PYK inh -0.5%, HCV inh -20.0%, Pf growth 48h 29.7% and Shiga toxin inh -3.9.
Screening Cc1ccc(OCc2cccc(S(=O)(=O)N(C)C)c2)c([N+](=O)[O-])n1 returned Pf growth 96h 8.1%, LmPK inh -3.1%, Cycloheximide cs -2.6, Tb PYK inh -8.1%, HCV inh -1.2%, Pf growth 48h 18.2% and Shiga toxin inh -4.0.
For CC(=O)Nc1ccc(NC(=O)COc2ccc(-c3ccc(C#N)cc3)cc2)cc1 the results were Pf growth 96h 20.7%, Tb PYK inh -6.4%, HCV inh -0.4% and Pf growth 48h 35.5%[activator].
`Cc1nc(Nc2ccc(S(N)(=O)=O)cc2)sc1-c1ccccc1` gave Pf growth 96h 31.8%[activator], LmPK inh -0.9%, Cycloheximide cs 30.7*, Tb PYK inh 0.0%, HCV inh inconclusive, Pf growth 48h 20.2% and Shiga toxin inh 47.3.
Screening COc1cccc(CNC(=O)Cc2ccc(OC)c(S(=O)(=O)N3CCOCC3)c2)c1 returned Pf growth 96h inconclusive, Tb PYK inh -5.0%, HCV inh 6.2% and Pf growth 48h inconclusive.
For Cc1ccc(NC(=O)c2cc(C)n(-c3cccc(C)c3)c2C)cc1 the results were Pf growth 96h -87.1%, LmPK inh -8.3%, Cycloheximide cs 76.3*, Tb PYK inh -4.2%, HCV inh inconclusive, Pf growth 48h 14.9% and Shiga toxin inh 72.5*.
CC(C)C(C)NC(=O)CN1C(=O)NC(c2ccccc2)(c2ccccc2)C1=O (stereo unspecified) was read as Pf growth 96h -4.2%, LmPK inh -2.3%, Cycloheximide cs 0.6, Tb PYK inh -3.1%, HCV inh -14.2%, Pf growth 48h -8.9% and Shiga toxin inh 4.0.
CN1C(=O)/C(=C/c2coc3ccc(O)cc3c2=O)SC1=S was read as Pf growth 96h 0.0%, LmPK inh 0.1%, Cycloheximide cs -1.0, Tb PYK inh -8.0%, HCV inh 5.5%, Pf growth 48h -3.4% and Shiga toxin inh -3.6.
For Cc1cc(C)cc(N(CC(=O)NCC2CCCO2)C(=O)CCC(=O)Nc2cc(C)on2)c1 (stereo unspecified) the results were LmPK inh -0.6%, Cycloheximide cs 1.1, Tb PYK inh -2.3%, HCV inh 3.1%, Pf growth 48h -3.8% and Shiga toxin inh 34.4.
Screening O=C(Cn1cnc2ccccc2c1=O)Nc1ccccc1N1CCOCC1 returned Pf growth 96h 1.3%, LmPK inh 8.2%, Cycloheximide cs -1.9, Tb PYK inh 0.0%, HCV inh 17.0%, Pf growth 48h -1.1% and Shiga toxin inh -11.4.
Screening CCOC(=O)Cc1cc(=O)n2[nH]c(-c3ccc(Cl)cc3)cc2n1 returned Pf growth 96h -2.7%, LmPK inh -4.9%, Cycloheximide cs 9.9, Tb PYK inh 1.7%, HCV inh 4.0% and Shiga toxin inh 11.3.
COc1cc(C(C)=O)ccc1OCC(=O)Nc1ccccc1N1CCCC1 was read as Pf growth 96h 10.4µM*, LmPK inh -15.9%, Cycloheximide cs -1.0, Tb PYK inh -2.6%, HCV inh -14.4%, Pf growth 48h -23.5% and Shiga toxin inh 9.2.
`Cc1ccc(N(CC(=O)NCC2CCCO2)C(=O)Cn2nnc(-c3cccs3)n2)cc1` (stereo unspecified) gave Pf growth 96h inconclusive, LmPK inh 1.8%, Cycloheximide cs -4.1, Tb PYK inh -4.0%, HCV inh 8.9%, Pf growth 48h -19.5% and Shiga toxin inh -3.6.
For Cc1ccc(-c2nnc(SCC(=O)NC3CC3)o2)cc1 the results were Pf growth 96h 1.6%, LmPK inh 1.5%, Cycloheximide cs 23.8*, Tb PYK inh 7.6%, HCV inh -0.3%, Pf growth 48h 13.7% and Shiga toxin inh 60.8*.
Screening CC(C)CC(=O)NC(=S)Nc1ccc(Cl)cn1 returned Pf growth 96h 38.0%[activator], LmPK inh -0.8%, Cycloheximide cs 33.8*, Tb PYK inh 7.8%, HCV inh -10.2%, Pf growth 48h -3.6% and Shiga toxin inh 119.4*.
Screening COC(=O)c1ccccc1CC1SC(N)=NC1=O (stereo unspecified) returned Pf growth 96h -15.3%, LmPK inh 0.2%, Cycloheximide cs -7.2, Tb PYK inh 1.3%, HCV inh 1.8%, Pf growth 48h -10.0% and Shiga toxin inh -16.8.
`O=C(NCC1CCCO1)C1CCN(CC2CCCCC2)CC1` (stereo unspecified) gave Pf growth 96h 3.8%, LmPK inh 1.4%, Cycloheximide cs -4.8, Tb PYK inh 4.5%, HCV inh 1.9%, Pf growth 48h 5.3% and Shiga toxin inh -1.8.
`O=C(c1n[nH]c(=O)c2ccccc12)N1CCN(c2ccccc2Cl)CC1` gave Pf growth 96h inconclusive, LmPK inh 0.6%, Cycloheximide cs 1.1, Tb PYK inh 0.2%, HCV inh -5.1%, Pf growth 48h -10.3% and Shiga toxin inh -8.0.
Screening CC1C(=O)N2CCCc3cc(S(=O)(=O)N4CCCCC4)cc1c32 (stereo unspecified) returned Pf growth 96h inconclusive, Tb PYK inh -0.7%, HCV inh 7.3%[8.37 µM] and Pf growth 48h inconclusive.
O=C(Nc1cn(-c2ccccc2)nc1-c1ccc(F)cc1)c1ccccc1 was read as Pf growth 96h inconclusive, LmPK inh -0.2%, Cycloheximide cs -2.2, Tb PYK inh -0.5%, HCV inh -19.5%, Pf growth 48h 3.6% and Shiga toxin inh -2.2.
Screening CC(CCc1ccccc1)NC(=O)CCN1N=C(c2ccccc2)CCC1=O (stereo unspecified) returned Pf growth 96h inconclusive, LmPK inh 0.3%, Cycloheximide cs -3.5, Tb PYK inh -0.4%, HCV inh -12.3%, Pf growth 48h -16.7% and Shiga toxin inh -7.0.
Screening CC(C)(C)c1ccc(C(=O)NCCOc2ccccc2F)cc1 returned Pf growth 96h inconclusive, LmPK inh 3.5%, Cycloheximide cs 24.3, Tb PYK inh -14.0%, HCV inh -3.4%, Pf growth 48h 38.6%[activator] and Shiga toxin inh 34.4*.
COCCOC(=O)C(CC(=O)O)NCc1ccco1 (stereo unspecified) was read as Pf growth 96h 31.7%, LmPK inh 4.8%, Cycloheximide cs -1.5, Tb PYK inh 5.5%, HCV inh 11.7%, Pf growth 48h 2.4% and Shiga toxin inh 11.4.
CCc1cc2c(=O)n(CCC(C)C)c(=S)[nH]c2s1 was read as Pf growth 96h 27.4%, LmPK inh 3.0%, Cycloheximide cs -1.3, Tb PYK inh -20.3%, HCV inh -9.1%, Pf growth 48h 7.3% and Shiga toxin inh -4.0.
For COc1ccc(OC)c(CN2CCCC(C(=O)c3ccccc3SC)C2)c1 (stereo unspecified) the results were Pf growth 96h 0.0%, LmPK inh 4.0%, Cycloheximide cs 0.6, Tb PYK inh -4.4%, HCV inh 10µM*, Pf growth 48h inconclusive and Shiga toxin inh 9.1.

Fetched one by one from above:
Screening CC(CCc1ccccc1)NC(=O)CCN1N=C(c2ccccc2)CCC1=O (stereo unspecified) returned Pf growth 96h inconclusive, LmPK inh 0.3%, Cycloheximide cs -3.5, Tb PYK inh -0.4%, HCV inh -12.3%, Pf growth 48h -16.7% and Shiga toxin inh -7.0.
`O=C(c1n[nH]c(=O)c2ccccc12)N1CCN(c2ccccc2Cl)CC1` gave Pf growth 96h inconclusive, LmPK inh 0.6%, Cycloheximide cs 1.1, Tb PYK inh 0.2%, HCV inh -5.1%, Pf growth 48h -10.3% and Shiga toxin inh -8.0.
